Screens deposited in PubChem by National Center for Advancing Translational Sciences (NCATS).
JMJD2E inh: qHTS Assay for Inhibitors of Human Jumonji Domain Containing 2E (JMJD2E) | Lysine-specific demethylase 4E (Homo sapiens), B2RXH2 | JMJD2E catalytic domain, FDH-coupled NADH fluorescence (FDH is formaldehyde dehydrogenase) | Potency, µM (titrated, usually from 57.1 µM), inactives show top-dose activity change, negative = inhibition, most hits filed as inhibitors | 1.6% of 230,000 active; active = well fitted inhibition curve with a large enough effect, not every such curve was filed as active; inconclusive = small, poorly fitted or top-dose-only effect, or another doubt; inactive = no such curve, though single readings can be large or run the other way;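 note: 0% = wells with enzyme and -100% = buffer wells without enzyme; nearly all actives have a fitted effect of over 50% in size; many of its hits are not listed in these tables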
RECQ1 inh: qHTS Assay for Inhibitors of RecQ-Like Dna Helicase 1 (RECQ1). 0.54% of 240,000 active. Potency, µM (doses to about 57.3 µM), inactives show at the highest dose activity, negative = inhibition, actives largely listed as inhibitors. ATP-dependent DNA helicase Q1 (Homo sapiens), P46063. RECQ1 DNA unwinding, red fluorescence kinetic read;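 note: plate controls were vehicle for no effect and no enzyme for full effect; nearly all actives have a fitted effect of over 30% in size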
Target sequence (P46063 whole entry, looked up): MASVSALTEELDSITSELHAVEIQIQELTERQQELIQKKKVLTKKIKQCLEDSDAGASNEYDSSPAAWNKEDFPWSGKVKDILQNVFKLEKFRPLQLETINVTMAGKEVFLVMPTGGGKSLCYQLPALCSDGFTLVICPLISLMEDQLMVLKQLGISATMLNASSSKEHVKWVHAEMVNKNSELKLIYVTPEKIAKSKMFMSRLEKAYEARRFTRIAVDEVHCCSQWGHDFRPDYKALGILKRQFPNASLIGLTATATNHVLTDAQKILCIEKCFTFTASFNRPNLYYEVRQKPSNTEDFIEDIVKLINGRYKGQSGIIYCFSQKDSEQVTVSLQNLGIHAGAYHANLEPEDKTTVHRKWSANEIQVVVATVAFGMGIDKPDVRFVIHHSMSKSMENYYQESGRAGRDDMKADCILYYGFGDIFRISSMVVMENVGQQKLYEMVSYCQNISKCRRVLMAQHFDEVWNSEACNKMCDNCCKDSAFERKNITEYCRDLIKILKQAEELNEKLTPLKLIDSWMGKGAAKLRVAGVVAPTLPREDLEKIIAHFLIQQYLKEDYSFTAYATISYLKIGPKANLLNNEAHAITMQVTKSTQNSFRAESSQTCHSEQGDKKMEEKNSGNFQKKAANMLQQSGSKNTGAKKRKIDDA
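RECQ1T1 50 nM; forked duplex (20 bp + 30-nt ss tails) 200 nM, ATP 2 mM final; pH 8.0, 2 mM MgCl2, 2.5 ug/ml poly(dI-dC); 15 min compound preincubation; discontinuous kinetic read over 2 h at RT.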
SMN2 splice up: qHTS Assay for Enhancers of SMN2 Splice Variant Expression; 2.8% of 210,000 active; Potency, µM (highest dose often 46.1 µM), without a hit: at the highest dose activity change, positive = activation, usual class: activators; HEK293 SMN2-luciferase splicing reporter, luminescence, 30-36 h; AID 1458, 2008; note: % of control where 0% means no effect; nearly all actives have a fitted effect of over 55% in size
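HEK293 cells carry an SMN2 […]–luciferase reporter in which exon 7 inclusion puts luciferase in frame. Cells were plated 10-12 h before compound addition, then incubated 30-36 h at 37C. ONE-Glo luminescence was read; sodium butyrate at 4.5 mM final served as control.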
KinaseGlo FLuc: Counterscreen for Luciferase (Kinase-Glo TM) Inhibition; Kinase-Glo luciferase, ATP luminescence, 8 min; Potency, µM (doses to about 38.3 µM), for inactives: at the highest dose activity change, negative = inhibition, actives largely listed as inhibitors; Luciferin 4-monooxygenase (Photuris pensylvanica), Q27757; 0.28% of 200,000 active; note: % is set by controls: 0 for no effect and ±100 for the full control effect; nearly all actives have a fitted effect of over 60% in size
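Recombinant Kinase-Glo luciferase, 10 uM ATP (linear range), luciferin; imidazole pH 7.2 / KCl / MgCl2 / Tween / BSA buffer; 8 min RT; luminescence.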
IMPase Li inh: qHTS Assay for Identifying the Cell-Membrane Permeable IMPase Inhibitors: Potentiation with Lithium | Potency, µM (titrated, usually from 59.4 µM), for inactives: at the top dose activity, negative = IMPase inhibition, hits mostly inhibitors | CHO-M1 cells, IP1 TR-FRET (IP-One), carbachol + lithium | AID 1457, 2008 | 0.35% of 210,000 active;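 note: IP1 builds up when IMPase is blocked and the TR-FRET signal falls; plate controls were basal vehicle for no effect and high inhibitor control for full effect; nearly all actives have a fitted effect of over 50% in size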
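Test compounds were applied to CHO-M1 cells previously cultured for 16–30 h at 2000 per well. A small lithium amount accompanied them; after 30 min at 37C, IP1 was quantified by TR-FRET.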
Epigenetic derep: Quantitative High-Throughput Screen for Regulators of Epigenetic Control; 0.2% of 280,000 active; murine LDR cells, GFP reporter derepression, 30 h; AID 1865, 2009; Potency, µM (top dose mostly 53.9 µM), for the others: at the top dose GFP activation, actives largely listed as activators; note: % of control where 0% means no effect; nearly all actives have a fitted effect of over 60% in size
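Murine LDR cells carrying a silenced, genomically integrated CMV-driven GFP reporter were exposed to compound for 30 hours at 37 C. After PBS washes, GFP-positive cells (20–120 um objects) were counted by laser-scanning microplate cytometry.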
NPSR antag: qHTS Assay for Antagonists of the Neuropeptide S Receptor: cAMP Signal Transduction | Q6W5P4 | CHO-NPSR cells, cAMP TR-FRET, antagonist mode | Potency, µM (series often up to 38.3 µM), for inactives: at the highest dose activity change, negative = inhibition, most hits filed as inhibitors | 1% of 220,000 active | AID 1461, 2008; note: % is set by controls: 0 for no effect and ±100 for the full control effect; nearly all actives have a fitted effect of over 50% in size; many of its hits are not listed in these tables
Target sequence (Q6W5P4 whole entry, looked up): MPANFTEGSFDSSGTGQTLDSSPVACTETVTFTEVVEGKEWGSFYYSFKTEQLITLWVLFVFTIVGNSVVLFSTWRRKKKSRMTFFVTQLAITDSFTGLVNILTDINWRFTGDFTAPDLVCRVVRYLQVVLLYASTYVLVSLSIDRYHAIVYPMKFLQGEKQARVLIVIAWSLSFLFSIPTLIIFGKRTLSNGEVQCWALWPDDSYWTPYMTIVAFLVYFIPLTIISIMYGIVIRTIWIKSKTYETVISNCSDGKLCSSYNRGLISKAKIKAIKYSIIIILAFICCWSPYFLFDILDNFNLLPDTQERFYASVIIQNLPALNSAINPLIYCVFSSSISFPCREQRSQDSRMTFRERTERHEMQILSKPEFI
GoLoco inh red: qHTS Assay for Inhibitors of RGS12 GoLoco Motif Activity (Red Fluorophore); Guanine nucleotide-binding protein G(i) subunit alpha-1 (Homo sapiens), P63096; Gai1:RGS12 GoLoco peptide FP, rhodamine, 10 min; Potency, µM (series often up to 61.6 µM), for the others: at the highest dose activity, negative = inhibition, actives largely listed as inhibitors; 0.44% of 230,000 active; AID 880, 2007; active = well fitted inhibition curve with a large enough effect, not every such curve was filed as active; inactive = no such curve, though single readings can be large or run the other way; note: % is set by controls: 0 for no effect and ±100 for the full control effect; nearly all actives have a fitted effect of over 30% in size; many of its hits are not listed in these tables
* = called active by the depositor; i = inactive; ? = inconclusive; nt = not tested or not shown; & = joins results of further samples; [ ] = remark or other dose. Unless noted, calls come from the whole dose curve; as a rule, active = well fitted curve in the direction sought with a large enough effect; inconclusive = small, poorly fitted or top-dose-only effect, or another doubt; inactive = no such curve, though single readings can be large; an effect the other way counts as inactive or inconclusive. Potency is the fitted concentration of half-maximal effect. This is a subset; the hit share may differ from the screen's.

Values in the order – NPSR antag	RECQ1 inh	SMN2 splice up	Epigenetic derep	JMJD2E inh	KinaseGlo FLuc	GoLoco inh red	IMPase Li inh
COC(=O)c1cn(CCOc2ccc(C)cc2)c2ccccc12
→ -10%[46.1 µM]	-6%	-8%	-2.9%	4%	-1%	0%	5%[38.3 µM]
Cc1c(OCc2nn[nH]n2)ccc2c3c(c(=O)oc12)CCC(C)C3 (stereo unspecified)
→ -9%[46.1 µM]	15%	-8%	-0.7%	?	1%	10%	12%[38.3 µM]
Cn1cnc([N+](=O)[O-])c1Oc1cccc(O)c1
→ 13%	-19%	8%	4.4%	-2%	3%	-1%	-1%
Cc1cccc(N(C(=O)c2nsc(Cl)c2Cl)C(C(=O)NC2CCCC2)c2ccc(O)cc2)c1C (stereo unspecified)
→ ?	-2%	-2%[1.84 µM]	0.9%	-1%	0%	-1%	10%
COc1ccccc1OCC(=O)Nc1cccc(N(C)S(C)(=O)=O)c1
→ -6%[46.1 µM]	i	14%	1.0%	4%	-3%	3%	21%[38.3 µM]
O=C(NC1CCCC1)NS(=O)(=O)c1ccccc1Cl
→ -15%[46.1 µM]	-1%	-7%	-1.2%	-2%	5%	-4%	-12%[38.3 µM]
COc1ccc(OC)c(S(=O)(=O)N(C)CC(=O)N2CCN(c3ccccc3F)CC2)c1
→ -11%[46.1 µM]	-5%	-14%	0.9%	1%	-2%	-2%	6%
CN(C)c1ncc2nc(CCc3ccccc3)c(=O)n(C[C@H]3CCCO3)c2n1
→ nt	-6%	-9%	nt	nt	1%	8%	7%
CCOC(=O)C(C(=O)OCC)N(C#N)c1nc(OC)nc(N(C)C)n1
→ -12%[46.1 µM]	-4%	3.2µM*	-4.4%	-3%	-2%	-13%	34%[activator][38.3 µM]
Fc1cccc(Cc2noc(CN3CCC(c4ccncc4)CC3)n2)c1
→ -1%	-10%	nt	-2.7%	3%	0%	-6%	11%
C=CCNc1cc(C(F)(F)F)nc(-c2ccccn2)n1
→ 1%[46.1 µM]	-11%	2%	3.3%	-7%	-1%	-5%	-2%[38.3 µM]
O=C(COc1ccc(Br)cc1)NNC(=S)NC(=O)c1ccccc1[N+](=O)[O-]
→ 12%	-1%	8%	0.0%	-1%	-5%	4%	0%
CC(=O)N1CCN(S(=O)(=O)c2cccc(C(=O)OCC(=O)NC(=O)c3cccn3C)c2)CC1
→ 9%	-3%	-5%	-1.3%	-6%	-2%	6%	-6%
COc1ccc(CCNC(=O)CCCCCN2C(=O)c3ccccc3C2=O)cc1
→ -1%[46.1 µM]	-12%	2%	-1.1%	-4%	2%	5%	8%[38.3 µM]
COc1ccc(C(=O)CSC2=C(C#N)C3(CCCCC3)C(C#N)=C(N)N2)cc1
→ -22%[46.1 µM]	i	nt	-5.5%	-4%	nt	nt	nt
COCC(=O)N1CCC2(CCN(Cc3nccs3)CC2)CC1
→ nt	-7%	-14%	nt	nt	0%	2%	15%
Cc1ccc(NC(=O)COC(=O)c2ccc(OCc3c(C)noc3C)cc2)cc1S(=O)(=O)N1CCOCC1
→ -5%[46.1 µM]	-9%	34%	0.0%	-4%	1%	-15%	1%
COc1cc(-c2nnc(SCC(=O)N(Cc3ccccc3)C(C)(C)C)o2)cc(OC)c1OC
→ ?	-9%	-31%[inhibitor]	-0.2%	-10%	-3%	-2%	25%[38.3 µM]
Cc1[nH]c2ccccc2c1C(=O)COC(=O)C1CC(=O)N(Cc2ccco2)C1 (stereo unspecified)
→ -2%[46.1 µM]	-1%	8%	0.7%	8%	0%	6%	2%[38.3 µM]
CCCNC(=O)CN(CCc1ccccc1)S(C)(=O)=O
→ 0%[46.1 µM]	11%	4%	-1.0%	0%	-3%	4%	15%[38.3 µM]
COc1ccc(N2C(=S)NC3CS(=O)(=O)CC32)cc1 (stereo unspecified)
→ -25%	-4%	nt	6.8%	22%	nt	-6%	nt
COCCn1c(Cc2ccccc2)nnc1SCC(=O)Nc1cc(C)on1
→ -8%[46.1 µM]	-1%	2%	0.4%	3%	3%	0%	18%[38.3 µM]
COc1ccc(C(=O)CSc2ccccc2C(=O)O)cc1
→ -10%	i	11µM*	-0.5%	8%	0%	-7%	-4%
Cc1cc(C)n(CCNc2nc3nonc3nc2N2CCCCC2)n1
→ 11%	-1%	nt	1.7%	4%	8%	2%	-5%
CC1CCc2ccc(F)cc2N1S(=O)(=O)c1cccs1 (stereo unspecified)
→ -17%[46.1 µM]	-6%	66%	1.0%	-6%	1%	12%	23%[38.3 µM]
CC(C)C[C@H](NC(=O)[C@H](Cc1ccccc1)NC(=O)CNC(=O)CNC(=O)[C@@H](N)Cc1ccc(O)cc1)C(=O)N[C@@H](CCCN=C(N)N)C(=O)N[C@@H](CCCN=C(N)N)C(=O)N[C@@H](CCC(N)=O)C(=O)N[C@@H](Cc1ccccc1)C(=O)N[C@@H](CCCCN)C(=O)N[C@H](C(=O)N[C@H](C(=O)N[C@H](C(=O)O)[C@@H](C)O)C(C)C)C(C)C
→ nt	-8%&14%	2%	1.1%	nt	nt	-5%	16%
CCn1c(CNC(=O)Cc2ccc(OC)cc2)nnc1SCC(=O)Nc1nccs1
→ 2%[46.1 µM]	1%	nt	-0.9%	9%	-3%	6%	10%[38.3 µM]
O=C(NCCSc1ccc(Br)cc1)c1ccccc1
→ -27%	-1%	-4%	-0.3%	1%	0%	7%	6%
CCCn1c(SCC(=O)Nc2cccc(C(=O)OCC)c2)nnc1-c1ccoc1C
→ -24%[46.1 µM]	-7%	-25%	5.0%	-8%	-1%	1%	6%[38.3 µM]
O=C1OC2(O)C3C4C=CC(C4)C3C(=O)N2c2ccccc21 (stereo unspecified)
→ 14%	-12%	nt	-0.4%	8%	nt	11%	nt
O=C(COc1ccc(C(=O)O)cc1)Nc1cccc(C(F)(F)F)c1
→ -3%	12%	-2%	-1.9%	10%	4%	2%	-9%
CCOC(=O)c1ccc(-n2ncc(C(=O)OCC)c2N)cc1
→ -3%[46.1 µM]	-2%	?	0.0%	5%	0%	-8%	18%[38.3 µM]
CCN(CC)S(=O)(=O)c1ccc(Cl)c(C(=O)OC)c1
→ -14%[46.1 µM]	-6%	0%	-7.2%	1%	-6%	0%	12%[38.3 µM]
CN(CC(=O)Nc1cc(S(=O)(=O)N2CCCC2)ccc1Cl)Cc1cccs1
→ -44%	-8%	nt	2.7%	-1%	nt	12%	nt
O=C(c1csc(Nc2cccc3ccccc23)n1)N1CCCC1
→ 1%	i	nt	0.2%	?	nt	-9%	nt
Cc1cccc(N2CCN(C(=O)c3ccccc3NC(=O)C3CCCCC3C(=O)O)CC2)c1 (stereo unspecified)
→ -9%	?	-13%	-2.2%	-6%	-2%	0%	-3%
Cc1cc(C)c(S(=O)(=O)N(CC(=O)N2CCCC2)C2CCCCC2)c(C)c1
→ -19%[46.1 µM]	10%	-28%	-0.9%	4%	-4%	5%	9%[38.3 µM]
CC(C)=CCC/C(C)=C/CC/C(C)=C/CC/C(C)=C/CC/C(C)=C/CC/C(C)=C/CC/C(C)=C/CC/C(C)=C/CC/C(C)=C/CO
→ nt	1%	6%	3.6%	-1%	-1%	8%	-1%
COc1cc2c(cc1NC(=O)CN1CCN(S(=O)(=O)c3ccccc3F)CC1)oc1ccccc12
→ -29%[46.1 µM]	0%	-13%	-0.2%	-2%	12%	6%	5.6µM*
Cn1nnnc1SCc1ccccc1F
→ 6%[46.1 µM]	-4%	24%	-2.1%	1%	-2%	-1%	30%[activator][38.3 µM]
COc1ccc(/C=C/C(=O)OCC(=O)NCCC2=CCCCC2)cc1S(=O)(=O)N1CCOCC1
→ -5%	-5%	-4%	-0.3%	2%	0%	8%	2%
CC(C)C(=O)NNC(=O)CN1CCN(c2nc(-c3ccccc3)cs2)CC1
→ 29%	13%	nt	1.1%	?	-2%	5%	?
COc1ccc(/C=N/n2cnn(Cc3ccccc3Cl)c2=S)cc1OC
→ -19%	-20%	-47%[inhibitor]	1.4%	-8%	0%	11%	12%
N#C/C(C(=O)N1CCOCC1)=C1/SC(Cc2ccc(F)cc2)C(=O)N1c1ccccc1 (stereo unspecified)
→ 1%	-10%	-1%	0.0%	-1%	2%	1%	-3%
O=C(Nc1ccccc1)C(Cc1ccccc1)NC(=O)C12CC3CC(CC(C3)C1)C2 (stereo unspecified)
→ 8%[46.1 µM]	-13%	-2%	0.2%	2%	2%	11%	-3%[38.3 µM]
Cc1cc(-c2nnc(SCC(=O)c3ccc4c(c3)OCCO4)o2)no1
→ -3%	-2%	-2%	0.0%	1%	2%	18%	?
COc1ccc(NC(=O)Nc2ccc(F)cc2)c(C)c1
→ 3%	i	11%	-6.2%	1%	0%	4%	3%
CCn1c(C)nc2cc(C(=O)N/N=C/c3ccc(O)cc3)ccc21
→ 3%	i	21%	1.1%	-4%	-4%	106%[activator]	8%
CC(=O)c1ccc(NC(=O)Nc2ccc3c(c2)nc(C)n3C)cc1
→ -6%	-1%	?	2.1%	6%	-7%	-4%	7%
CCN(CC)c1cc(C)c2cc(NC(=O)c3ccccc3OC)ccc2n1
→ -20%	17%	-32%&4%[inhibitor]	-0.4%&-1.8%	?	-3%	-5%	18%
c1ccc(NCCCNc2ccccc2)cc1
→ 1%[46.1 µM]	i	nt	-2.1%	2%	0%	5%	30%[38.3 µM]
Cc1n[nH]c(C)c1S(=O)(=O)N1CCCC(C(=O)NC2CCCCC2)C1 (stereo unspecified)
→ -6%	i	nt	-0.2%	-1%	nt	2%	8%
COc1ccc(C2C(C(=O)N3CCC(C(N)=O)CC3)CC(=O)N2c2ccc(OC)cc2)cc1 (stereo unspecified)
→ 44%	4%	-40%[inhibitor]	-1.1%	4%	-1%	-9%	-5%
